OX1R antag-1 – OX1R (human) antagonism; O43613; OX1R-expressing cells, FRET antagonist read-out; inhibition, % at 6.6 µM; hit rate 1.8% among 330,000; AID 485270; in the data active = inhibition mostly above about 38%, no sharp cut-off; inactive = mostly below about 40%;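 also: 0% = agonist challenge alone and 100% = reference antagonist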
Target sequence (O43613 whole entry, looked up): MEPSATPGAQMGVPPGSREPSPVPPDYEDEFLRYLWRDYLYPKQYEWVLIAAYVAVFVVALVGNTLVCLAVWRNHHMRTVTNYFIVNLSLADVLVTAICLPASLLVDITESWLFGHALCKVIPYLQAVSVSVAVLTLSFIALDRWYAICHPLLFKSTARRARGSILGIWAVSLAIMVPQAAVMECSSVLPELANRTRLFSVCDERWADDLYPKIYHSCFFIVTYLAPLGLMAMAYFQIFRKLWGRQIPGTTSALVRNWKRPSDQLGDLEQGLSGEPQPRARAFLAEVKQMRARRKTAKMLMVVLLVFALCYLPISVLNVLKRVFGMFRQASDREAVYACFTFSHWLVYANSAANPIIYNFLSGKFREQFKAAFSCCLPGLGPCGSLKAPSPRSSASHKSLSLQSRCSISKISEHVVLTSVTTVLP
OX1R antag-2 – antagonists of human orexin 1 receptor; O43613; CHO/OX1R cells, Fluo-8 calcium fluorescence, orexin A; inhibition, % at 5 µM; hit rate 0.43% among 330,000; AID 434989;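 active = inhibition above its plate's threshold, mean inhibition of all tested compounds on the plate plus 3 SD, cut at about 37% in these data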;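 also: 0% = orexin A challenge wells and 100% = SB-334867-A antagonist wells; not every result past the cut was called active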
An asterisk follows results filed as active.

OX1R antag-1 | OX1R antag-2 | structure
15 | -28 | COc1ccccc1C1C(C#N)=C(N)N(c2cccnc2)C2=C1C(=O)CC(C)(C)C2 (centres undefined)
19 | 5 | COc1ccccc1Nc1ncccc1[N+](=O)[O-]
8 | -18 | CCOC(=O)C1=C(C)OC(N)=C(C#N)C1C1CCCCC1 (centres undefined)
11 | 1 | C#CC(CC)(CC)NC(=O)c1c(C)noc1C
3 | -10 | CC(C)c1ccc(/C=C/C(=O)N2CCCCCC2)cc1
8 | -20 | O=C(N/N=C/c1cccc2ccccc12)c1ccc(CN2CCOCC2)cc1
3 | -19 | COC(c1ccccc1)c1nnc(CCC(=O)N(C)CCc2ccccc2)o1 (centres undefined)
25 | -16 | CC1CCc2c(sc3ncn(N)c(=N)c23)C1 (centres undefined)
6 | -24 | COC(=O)c1c(NC(=O)CSc2nnc(-c3cccnc3)n2Cc2ccco2)sc(C)c1C
10 | -19 | O=C(Nc1cccc(C(F)(F)F)c1)c1cc(-c2ccc(F)cc2)on1
30 | 18 | Cc1cccc(N2CCN(C(=O)CSCc3c(C)noc3C)CC2)c1C
11 | -16 | CC(C)c1ccc(NC(=O)C[n+]2ccn(C3=C([O-])c4ccccc4C3=O)c2)cc1
7 | -26 | O=C(O)C1CCCCC1C(=O)Nc1ccccc1C(=O)N1CCN(c2ccc(F)cc2)CC1 (centres undefined)
17 | -13 | O=C(c1cc2c(s1)CCCC2)N1CCN(c2ccccc2)CC1
4 | -23 | O=C(NCC(c1cccnc1)N1CCN(c2ccccc2)CC1)OCc1ccccc1 (centres undefined)
7 | -9 | Cc1ccc(S(=O)(=O)NCc2ccc(N3CCN(C(=O)OC(C)(C)C)CC3)cc2)cc1
4 | -1 | CCCn1c(SCC(=O)N(C)CC(=O)Nc2ccc(Cl)cc2)n[nH]c1=O
20 | 11 | O=C(COc1ccccc1)NCC(=O)N/N=C/c1ccc(O)cc1O
3 | -2 | CN(C)c1nnnn1Cc1ccc(Cl)cc1Cl
4 | -11 | COc1ccc(N2CCN(C(=O)NCc3ccc(OC)c(OC)c3)CC2)cc1
12 | -9 | CN(Cc1ccccc1)Cc1nc2c(c(=O)n(C)c(=O)n2C)n1CCc1ccccc1
-4 | -7 | CCN(CC)C(=S)NC(=O)c1ccc(Cl)cc1Cl
7 | -12 | S=C(NCC1CCCO1)N1CCN(Cc2ccccc2Cl)CC1 (centres undefined)
32 | -28 | Cc1ccn2c(CN3CCOCC3)c(-c3ccccc3)nc2c1

Fetched by compound from above, 3 records:
OX1R antag-1 | OX1R antag-2 | structure
3 | -10 | CC(C)c1ccc(/C=C/C(=O)N2CCCCCC2)cc1
30 | 18 | Cc1cccc(N2CCN(C(=O)CSCc3c(C)noc3C)CC2)c1C
7 | -9 | Cc1ccc(S(=O)(=O)NCc2ccc(N3CCN(C(=O)OC(C)(C)C)CC3)cc2)cc1

Next compounds.
OX1R antag-1 | OX1R antag-2 | structure
-5 | -21 | N#Cc1ccc(C(=O)N2CCN(C(=O)C3CCCO3)CC2)cc1 (centres undefined)
11 | -10 | Cc1ccc(N(C)C(=O)c2ccc(CNc3c(N4CCC(C)CC4)c(=O)c3=O)cc2)cc1
9 | -11 | Cn1cc(C(=O)N/N=C/c2ccc([N+](=O)[O-])cc2)c2ccccc21
23 | 13 | O=c1[nH]c(-[n+]2ccccc2)c(/C=N/NC([S-])=Nc2ccccc2)s1
39 | -14 | COc1ccc2[nH]c(=O)c(-c3nnn(-c4ccc(F)cc4)n3)cc2c1
2 | -12 | CC(=O)N1CCN(C(=O)c2cccc(S(=O)(=O)N3c4ccccc4CC3C)c2)CC1 (centres undefined)
22 | -2 | C/C(=N\Nc1nncc2ccccc12)c1ccc(Cl)c([N+](=O)[O-])c1
7 | -7 | N#Cc1c(-c2ccccc2)c(-c2ccccc2)nn(CC(=O)NNC(=O)Nc2ccc(Cl)c(Cl)c2)c1=O
-3 | 10 | C/C(=N/NC(=O)CNC(=O)c1ccncc1)c1ccc(Cl)cc1
18 | -54 | CCc1ccc2[nH]c(=O)c(CN(CCO)C(=O)NCc3ccccc3)cc2c1
73 | -4 | Cc1c(NC(=O)c2ccc3c(c2)C(=O)N(CC2CCCO2)C3=O)cccc1C(=O)O (centres undefined)
10 | -14 | CCCCOC(=O)CNc1n[nH]c(=S)[nH]c1=O
13 | -14 | Cc1ccc(Cl)cc1N1CCN(C(=O)C2CCC(=O)N(C3CCCCCC3)C2)CC1 (centres undefined)
6 | -12 | CCC(=O)Nc1cccc(NC(=O)c2ccc(C)c([N+](=O)[O-])c2)c1
5 | 17 | COc1ccc(NS(=O)(=O)c2cc(NC(=O)c3cncc(Br)c3)ccc2OC)cc1
62* | -2 | O=C(N/N=C/c1cc(Br)c(Br)o1)c1cc2ccccc2o1
19 | 6 | COc1ccc(C2C=C(c3ccc(Cl)cc3)Nc3nc(NC(C)=O)nn32)cc1 (centres undefined)
12 | -36 | O=C(NCC(O)c1ccc([N+](=O)[O-])cc1)c1cccc(S(=O)(=O)N2CCCC2)c1 (centres undefined)
43 | -15 | O=C(CN1C(=O)c2ccc([N+](=O)[O-])cc2C1=O)Nc1cc(S(=O)(=O)N2CCOCC2)ccc1Cl
24 | -9 | CC(C)CC(=O)Nc1ccccc1N1CCOCC1
14 | -22 | Nc1c(C(=O)N2CCCC2)sc2nc(-c3ccccc3)ccc12
5 | -30 | Cc1ccc(-c2nc3ccccc3o2)cc1NC(=S)NC(=O)/C=C/c1ccco1
13 | -5 | CCSc1nnc(C)c(=O)n1COC(=O)c1ccc(S(=O)(=O)N2CCCC2)cc1
-1 | -23 | C/C(=N\Nc1nc(C(C)(C)C)cs1)c1ccccc1
9 | 7 | Cc1cc(-c2nnc(SCC(=O)Nc3cccc(C)c3C)n2N)n[nH]1
-1 | 0 | COc1ccc(CCNC(=S)Nc2ccc(OC)cc2)cc1
10 | -17 | CC1(C)Cc2ccccc2C(Nn2cnnc2)=N1
21 | -24 | COc1ccc(OC)c(/C=N/NC(=O)c2csc3ccccc23)c1
-4 | -10 | Cc1ccc(-n2nc3ccc(NC(=S)NC(=O)/C=C/c4ccco4)cc3n2)cc1
10 | -3 | O=C(CCNS(=O)(=O)c1ccc(Br)cc1)NNC(=O)C1COc2ccccc2O1 (centres undefined)
13 | -14 | COc1ccc(CCNC(=O)CN2CCN(Cc3ccccc3F)C2=O)cc1OC
15 | -13 | O=C1NCCN(Cc2cccc(Oc3ccccc3)c2)C1CC(=O)N1CCCCC1 (centres undefined)
21 | -15 | Cc1[nH]nc(SCC(=O)NC2CCCCC2)c1[N+](=O)[O-]
8 | 76* | CC(C)NC(=O)C1CCN(C2CCN(CC3CC=CCC3)CC2)CC1 (centres undefined)
-1 | -20 | Cc1cccc(Cn2c(N3CCN(c4ccccc4)CC3)nc3c2c(=O)n(C)c(=O)n3C)c1
6 | -2 | CCOC(=O)C1=NNC2(CC(=O)N(c3cc(C)cc(C)c3)C2=O)C1 (centres undefined)
19 | -18 | COCCN(CCOC)S(=O)(=O)c1ccc(/C(O)=C(\C#N)c2nc3ccccc3[nH]2)cc1
13 | -9 | CC(C)(C)NC(=O)C(c1ccco1)N(C(=O)c1ccc(CN2CCOCC2)o1)c1ccccc1 (centres undefined)
10 | -10 | O=C(O)c1ccc(-c2sc(Nc3ccccc3)n[n+]2-c2ccccc2)cc1
3 | -9 | COC(=O)c1cnc(N2CCOCC2)nc1C(F)(F)F
3 | -20 | CCC1CCCCN1C(=O)N[C@@H](Cc1ccccc1)C(=O)O (some centres undefined)
15 | -25 | CCc1nnc(SCC(=O)N2CCCc3ccccc32)nc1CC
24 | -12 | c1ccc(OCc2nc(-c3ccccc3)no2)cc1
22 | -13 | N#CCSc1nnc(Cc2cccc3ccccc23)n1C1CCCCC1
16 | -1 | CCOC(=O)/C(C#N)=C/c1cn(CCC(=O)O)nc1-c1ccc(F)cc1
17 | -30 | Cc1ccc(Nc2c([N+](=O)[O-])cc(C(=O)N3CC(=O)Nc4ccccc43)cc2[N+](=O)[O-])c(C)c1
3 | -1 | CCOCC(=O)Nc1ccc(S(=O)(=O)Nc2ncccn2)cc1
5 | -17 | O=C(Cc1ccccc1[N+](=O)[O-])Nc1cccc(S(=O)(=O)NC2=NCCCCC2)c1
26 | -15 | Cc1ccc(C2CCN(C(=S)Nc3cccc(C)c3)C2)cc1 (centres undefined)
6 | -4 | Cn1ncc(N2CCN(C(=O)c3ccc(Cl)cc3)CC2)c(Cl)c1=O
12 | -29 | COc1ccc(CN(C#N)c2nc(SC)nc(N(C)C)n2)cc1
19 | -7 | CC(=O)c1ccc(NC(=O)CSc2ccc(-c3sc(C)nc3C)nn2)cc1
4 | -17 | CCOC(=O)CSc1nnc2n(C3CCCCC3)c(=O)c3c4c(sc3n12)CCCC4
7 | -4 | COc1ccc(Cl)cc1C(=O)Nc1ccc(S(=O)(=O)N2CCCC2)cc1
19 | -4 | CC(C)N=c1c([N+](=O)[O-])nn(C)n1O
-1 | -5 | COc1ccc(C2(C)ON(c3ccccc3C(F)(F)F)C2=O)cc1 (centres undefined)
22 | -29 | O=C(NC1CCCC1)c1ccc(Br)c(S(=O)(=O)N2CCCCC2)c1
23 | -41 | COc1ccc2[nH]c(=O)c(CN(C(=O)c3ccco3)C3CCCCC3)cc2c1
8 | -12 | COc1ccc(C(=O)OCn2nnc3ccccc3c2=O)cc1OC
6 | -9 | Cc1ccc(S(=O)(=O)/N=C2/NC(=O)/C(=C/c3ccncc3)S2)cc1

(list continues)
OX1R antag-1 | OX1R antag-2 | structure
10 | -12 | O=C(Nc1ccc(Oc2ccccc2)cc1)C1CC1
0 | -4 | C=CCNC(=O)c1cc2c(C(F)(F)F)nn(C)c2s1
8 | -27 | CN(CC(=O)Nc1ccccc1C(F)(F)F)C(=O)CC1OC(=O)c2ccccc21 (centres undefined)
109* | -4 | COCC(C)NC(=O)c1ccc2c(c1)S(=O)(=O)c1ccccc1C2=O (centres undefined)
25 | -14 | O=C(Nc1cc(Cl)cc(Cl)c1)C1C2C=CC3(O2)C1C(=O)N(CCCN1CCOCC1)C3C(=O)NC1CCCCC1 (centres undefined)
22 | -11 | Cc1sc2ncnc(N3CCC(C(=O)NCC(=O)Nc4ccc(F)c(F)c4)CC3)c2c1C
27 | 5 | CN(c1ccc(OCC(=O)Nc2nc3ccccc3s2)cc1)S(=O)(=O)c1ccccc1
20 | -20 | COc1ccc(C(=O)Nc2ccnn2C2CCN(C(=O)c3cnsn3)CC2)cc1
14 | -6 | CC(C)OC(=O)CSc1nnc(Cc2ccccc2)n1CC1CCCO1 (centres undefined)
18 | -9 | O=C(Nc1cccc([N+](=O)[O-])c1)c1ccn[nH]1
5 | -2 | CCOC(=O)c1sc(NC(=O)CCSC)nc1C
7 | -3 | Clc1ccc(-c2nc(N3CCOCC3)nc3ccccc23)cc1

A second format for part of the listing above:
Molecule: CCOC(=O)c1sc(NC(=O)CCSC)nc1C
  OX1R antag-1 = 5; OX1R antag-2 = -2
Molecule: C=CCNC(=O)c1cc2c(C(F)(F)F)nn(C)c2s1
  OX1R antag-1 = 0; OX1R antag-2 = -4

Carrying on.
OX1R antag-1 | OX1R antag-2 | structure
2 | -35 | CCc1cc(C(=O)N(CC)CC(=O)Nc2ccc(OC)cc2)sc1C
92* | 8 | N#CC1=C(N)Oc2c(oc(CO)cc2=O)C1c1ccsc1 (centres undefined)
19 | -23 | NC(=O)C1CCN(CCC(=O)Nc2ccc3c(c2)CCC3)CC1
17 | -9 | O=c1[nH]n(-c2ccccc2)c(=O)c2ccccc12
5 | -31 | Cc1c(Cl)cccc1N(CC(=O)NC1CCCCC1)S(C)(=O)=O
11 | -20 | CC1(C)CC(=O)C2=C(C1)OC(=O)CC2c1cccs1 (centres undefined)
4 | -1 | O=S(=O)(c1cccs1)n1cnc2ccccc21
24 | -31 | COc1ccccc1NS(=O)(=O)c1ccc(C)c(C(=O)NCCCN2CCCC2=O)c1
7 | 8 | CCN(CC)C(=O)c1ccccc1NC(=O)c1ccccc1C
42 | -19 | COc1ccccc1N(CC(=O)N1CCN(c2ccccc2)CC1)S(=O)(=O)c1ccc(C)cc1
-5 | -27 | O=C(Nc1ccc(Cl)cn1)c1cccc2c(Br)cccc12
42 | 3 | O=C1NC(c2ccccc2Br)=N/C1=C\c1ccco1

In the list so far, these have two or more sulfur atoms:
OX1R antag-1 | OX1R antag-2 | structure
6 | -24 | COC(=O)c1c(NC(=O)CSc2nnc(-c3cccnc3)n2Cc2ccco2)sc(C)c1C
23 | 13 | O=c1[nH]c(-[n+]2ccccc2)c(/C=N/NC([S-])=Nc2ccccc2)s1
13 | -5 | CCSc1nnc(C)c(=O)n1COC(=O)c1ccc(S(=O)(=O)N2CCCC2)cc1
19 | -7 | CC(=O)c1ccc(NC(=O)CSc2ccc(-c3sc(C)nc3C)nn2)cc1
4 | -17 | CCOC(=O)CSc1nnc2n(C3CCCCC3)c(=O)c3c4c(sc3n12)CCCC4
6 | -9 | Cc1ccc(S(=O)(=O)/N=C2/NC(=O)/C(=C/c3ccncc3)S2)cc1
27 | 5 | CN(c1ccc(OCC(=O)Nc2nc3ccccc3s2)cc1)S(=O)(=O)c1ccccc1
5 | -2 | CCOC(=O)c1sc(NC(=O)CCSC)nc1C
4 | -1 | O=S(=O)(c1cccs1)n1cnc2ccccc21

Later entries
OX1R antag-1 | OX1R antag-2 | structure
74* | -24 | COc1ccc(-c2cn3cccc(C)c3n2)cc1Br
1 | -28 | COCCCNC(=O)C1CCN(C(=O)c2oc3cc4sc(N(C)C)nc4cc3c2C)CC1
23 | -24 | Cc1ccc(C2=NN(CCC(=O)NCc3ccc4c(c3)OCO4)C(=O)CC2)cc1
13 | -15 | CCN(CC(=O)Nc1ccc(NC(C)=O)cc1)C(=O)CCCN1C(=O)c2ccccc2C1=O
14 | -4 | CN(C)CCCNC(=O)/C=C/c1ccc2c(c1)OCO2

Part of the list above in order of length of the SMILES, highest first.
OX1R antag-1 | OX1R antag-2 | structure
13 | -15 | CCN(CC(=O)Nc1ccc(NC(C)=O)cc1)C(=O)CCCN1C(=O)c2ccccc2C1=O
23 | -24 | Cc1ccc(C2=NN(CCC(=O)NCc3ccc4c(c3)OCO4)C(=O)CC2)cc1
14 | -4 | CN(C)CCCNC(=O)/C=C/c1ccc2c(c1)OCO2

Compound activity deposited in PubChem BioAssay by The Scripps Research Institute Molecular Screening Center.
